Screens deposited in PubChem by Fisher Drug Discovery Resource Center.
mcGAS inh = mouse cGAS inhibition by luminescence; Q8C6L5; recombinant cGAS, Kinase-Glo ATP depletion luminescence; inhibition, % at 12.5 µM; 160,000 compounds, 0.15% hits;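 further: 0% = negative control wells and 100% = reference inhibitor with no enzyme activity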
hcGAS inh = inhibitors of human cGAS | recombinant h-cGAS, ATP depletion, Kinase-Glo luminescence | inhibition, % at 12.5 µM | 290,000 compounds, 0.081% hits | Q8N884 | AID 1259398;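 further: 0% = vehicle reaction and 100% = reaction without DNA for no activity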
Target sequence (Q8N884 whole entry, looked up): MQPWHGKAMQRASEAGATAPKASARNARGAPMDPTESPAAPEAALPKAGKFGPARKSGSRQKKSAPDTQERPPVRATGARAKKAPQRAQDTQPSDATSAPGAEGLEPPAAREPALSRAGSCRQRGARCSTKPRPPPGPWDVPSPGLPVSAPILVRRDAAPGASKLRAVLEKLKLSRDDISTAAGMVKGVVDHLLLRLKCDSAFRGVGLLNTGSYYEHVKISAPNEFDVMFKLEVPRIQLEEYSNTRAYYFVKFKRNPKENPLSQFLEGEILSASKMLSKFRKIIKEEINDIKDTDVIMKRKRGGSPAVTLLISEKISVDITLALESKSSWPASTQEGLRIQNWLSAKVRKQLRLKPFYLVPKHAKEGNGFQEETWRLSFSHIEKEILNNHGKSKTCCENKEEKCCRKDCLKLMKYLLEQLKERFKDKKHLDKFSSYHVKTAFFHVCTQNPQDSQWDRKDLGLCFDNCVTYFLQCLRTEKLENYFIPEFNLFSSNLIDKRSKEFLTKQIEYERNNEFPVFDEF
NPYLR7 ag = mosquito NPYLR7 agonism | HEK293T NPYLR7/Galpha15, GCaMP6s calcium fluorescence | activation, % at 10 µM | 270,000 compounds, 0.15% hits | AID 1259423; in the data active means activation above about 40%;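 further: 0% = vehicle and 100% = reference agonist at the receptor; some compounds past the cut are filed as inactive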
* hit, by the source's call; · = not tested or not shown; & = joins results of further samples. Unless noted, no stated cut-off is given here; in the data, active means inhibition above about 40%; inactive means the rest.

SMILES	mcGAS inh	hcGAS inh	NPYLR7 ag
Cc1ccc(F)c(NC(=O)CN2CCC(Oc3ccccc3Cl)CC2)c1	·	-3.1	-3.3
Cn1c(=O)c([N+](=O)[O-])c(Nc2ccc(Cl)cc2)c2ccccc21	·	-1.5	5.1
O=C(CSc1nnc(SCc2ccccc2)s1)NN=Cc1cccc(O)c1	-5.2	-5.9	-5.7
COc1ccc(C2CC3CC(c4ccccc4)N2O3)cc1 (stereo not drawn)	·	-3.0	8.3
CC(C)CNC(=O)NC(=O)COC(=O)c1ccc2c(c1)C(=O)N(Cc1ccco1)C2=O	-5.6	-3.0	5.0
O=C(O)[C@H]1C[C@H](C(=O)N2CCCC2)CN(Cc2ccc3c(c2)OCCO3)C1	·	-5.1	7.3
Clc1ccc(CSc2nnc(NC3=NCCCCC3)s2)cc1	·	-5.5	-1.7
O=C(CSc1nnnn1-c1ccc(Cl)cc1)Nc1cccc(Cl)c1	-4.3	1.1	2.1
Cc1ccccc1CNc1cccc([N+](=O)[O-])c1	-5.1	-7.8	12.4
COc1cc([N+](=O)[O-])ccc1N1C(=O)C2C3C=CC(CC3)C2C1=O (stereo not drawn)	-8.3	2.8	5.5
COc1cc(OC)cc(C(=O)Nc2nnc(SCc3ccccc3C#N)s2)c1	1.7	-1.4	-4.9
O=C(NCc1ccccn1)C1=NN(c2ccccc2)C(=O)CC1	-4.0	-5.9	4.9

The closing 7 compounds of the part before open the next one:
SMILES	mcGAS inh	hcGAS inh	NPYLR7 ag
O=C(O)[C@H]1C[C@H](C(=O)N2CCCC2)CN(Cc2ccc3c(c2)OCCO3)C1	·	-5.1	7.3
Clc1ccc(CSc2nnc(NC3=NCCCCC3)s2)cc1	·	-5.5	-1.7
O=C(CSc1nnnn1-c1ccc(Cl)cc1)Nc1cccc(Cl)c1	-4.3	1.1	2.1
Cc1ccccc1CNc1cccc([N+](=O)[O-])c1	-5.1	-7.8	12.4
COc1cc([N+](=O)[O-])ccc1N1C(=O)C2C3C=CC(CC3)C2C1=O (stereo not drawn)	-8.3	2.8	5.5
COc1cc(OC)cc(C(=O)Nc2nnc(SCc3ccccc3C#N)s2)c1	1.7	-1.4	-4.9
O=C(NCc1ccccn1)C1=NN(c2ccccc2)C(=O)CC1	-4.0	-5.9	4.9
Cc1ccc(C(=O)N2CCC(c3nc(C)ccc3C(=O)N3CCCC3)CC2)cc1	·	-4.5	5.7
Cc1ccc(-n2nnnc2CNC(=O)c2ccc(C(F)(F)F)cc2)cc1C	-7.0	-5.5	3.9
O[C@H]1CO[C@H]2CC[C@@H](NCc3cn(-c4ccccc4)nc3-c3ccccc3)[C@@H]1C2	-9.5	-2.5	13.0
Cc1cc(CNC(=O)c2ccc(=O)[nH]n2)c2[nH]c(-c3ccccc3)c(C)c2c1	-8.0	-3.2	22.1
Cc1oc(-c2ccco2)nc1CN1CCCC(c2ccccc2)C1 (stereo not drawn)	-8.0	-5.1	6.3
COCCN(Cc1cccs1)Cc1cccc(C)c1O	-8.5	-3.2	-4.2
O=C(CSc1nnc(Cc2ccccc2)n1-c1cccc(C(F)(F)F)c1)OCc1ccccc1	-5.2	-8.7	14.3
NC(=O)c1cccc2c1CCCN2C(=O)C1=Cc2ccccc2OC1	·	-11.4	1.5
O=C(NCc1ncc(-c2ccccc2)o1)Nc1ccc(F)cc1	·	-5.8	20.6
CCn1cnc(S(=O)(=O)Nc2cccc(C(F)(F)F)n2)c1	·	-8.0	-19.9
CCOC(=O)c1c(NC(=O)c2c(Br)c(C)nn2CC)c(-c2cccc(F)c2)cn1C	-8.0	-7.2	4.7
O=C(Cn1c2ccccc2c(=O)c2ccccc21)Nc1cc(Oc2ccccc2)cc([N+](=O)[O-])c1	·	-3.8	0.3

2 of these compounds in another layout.
Every second line gives: mcGAS inh | hcGAS inh | NPYLR7 ag
COc1cc(OC)cc(C(=O)Nc2nnc(SCc3ccccc3C#N)s2)c1
 : 1.7 | -1.4 | -4.9
O=C(NCc1ccccn1)C1=NN(c2ccccc2)C(=O)CC1
 : -4.0 | -5.9 | 4.9

Remaining list, next part.
SMILES	mcGAS inh	hcGAS inh	NPYLR7 ag
CCN=C(C)Cc1nsc(Nc2ccc(Cl)c(Cl)c2)n1	·	-0.9	-0.3
COC(=O)c1ccc(COC(CN2CCN(C(=O)CCc3ccccc3)CC2)c2ccc(Cl)cc2)cc1 (stereo not drawn)	-5.9	-3.6	·
CC(C)c1n[nH]c(=O)c2c1cnn2-c1ccc(F)cc1	·	-4.6	0.6
O=C(C=Cc1ccc(I)o1)OCC(=O)c1ccc(Br)s1	·	-5.7	0.2
CC1CN(Cc2nc3ccccc3c3ccccc23)CC(C)O1 (stereo not drawn)	·	8.7	3.2
O=C(NC(C(=O)N1CCCCC1)C1CCN(C(=S)Nc2ccc(F)cc2)CC1)c1cccs1 (stereo not drawn)	-4.1	-4.2	0.8
COc1cccc(-n2nnc3c(SCC(=O)c4ccccc4)ncnc32)c1	-7.1	-6.4	18.7
CCN(CC)C(=O)c1cccc(-c2ccc3c(c2)N(CCN2CCOCC2)C(=O)COC3)c1	·	-5.7	7.0
Cc1csc(NC(=O)C(C)(C)Br)n1	·	-5.8	-7.2
COc1cccc(-c2csc(-n3nc(C)cc3NC(=O)c3cccs3)n2)c1	-8.8	-1.8	-7.4
COc1cccc(CNC(=O)C2COCCN2C(=O)OC(C)(C)C)c1 (stereo not drawn)	·	-6.9	6.0
CCCCCCCCCCC(C)(C)C(=O)Nc1c(OC)cc(OC)cc1OC	·	-2.6	-12.7
NC(=O)c1ccc(NC(=O)Cn2nc(-c3ccccc3)c3sc(N4CCCCC4)nc3c2=O)cc1	-9.1	-10.0	-1.8
CC(NC(=O)NCCNc1ccccc1[N+](=O)[O-])c1ccccc1 (stereo not drawn)	·	-10.2	5.6
COCCNC(=O)C(NC(=O)c1cccs1)C1CCN(S(=O)(=O)c2ccc(Cl)cc2)CC1 (stereo not drawn)	-7.5	-4.0	12.9
O=c1[nH]cnc2nc(NN=Cc3ccc(Cl)cc3)[nH]c12	·	0.9	-12.1
CCOC(=O)CNC(=O)N1CCC2(CC1)C(=O)N(CC(=O)NCc1ccc3c(c1)OCO3)CN2c1ccccc1	-5.3	-5.4	28.0
COc1ccc(C(NC(=O)N(C)Cc2ccc3cc(OC)ccc3c2)C(C)C)cc1 (stereo not drawn)	·	-4.7	5.9
CCCCCCCCOc1ccc(-c2nc(-c3ccc([N+](=O)[O-])cc3)no2)cc1F	-8.3	-6.1	-10.0
NC(=O)CSc1c(-c2ccccc2)[nH]c2ccccc12	·	0.5	-0.6
N#Cc1ccc(CN(CCCO)c2ccccc2)c(F)c1	·	-15.0	8.5
CCCCSC1=C(C#N)C(=O)NC(CO)S1 (stereo not drawn)	·	-0.4	10.8
Nc1nc2cc(-c3ccccc3)cc(Cl)c2o1	·	-5.4	6.9
O=c1[nH]c(CSCc2ccccc2)nc2c1C1(CCCC1)Cc1ccccc1-2	-6.5	-17.2	-1.2
CCOc1ccc(N2C(=O)C3N=NN(Cc4cc(C(=O)OC)ccc4OC)C3C2=O)cc1 (stereo not drawn)	-7.2	-6.0	2.5
CC(CN1CCCC1=O)NC(=O)c1cnc(-c2ccsc2)s1 (stereo not drawn)	-11.2	-5.3	-1.1
Cc1ccc(OC(C)C(=O)NCCOc2ccc3nnc(-c4ccccc4)n3n2)cc1C (stereo not drawn)	0.0	-4.6	-6.9
COc1cc(S(=O)(=O)N2CCOCC2)ccc1NC(=O)Nc1ccccc1C#N	·	3.0	-5.6
CC(C)CCNC(=O)Cc1csc(SCC(=O)c2ccc3c(c2)OCO3)n1	-9.4	-2.5	·
Cc1nn2cc(CCNC(=O)Cc3cnc4c(C)cccn34)nc2s1	-22.9	-3.5	-0.2
NC(=O)Nc1ccc(Cl)c(NS(=O)(=O)c2ccccc2Br)c1	·	-1.4	5.9
COc1cc(OC)cc(C(=O)N2CCN(c3nc4nccc(-c5ccc6c(c5)OCO6)n4n3)CC2)c1	-10.1	-5.9	-4.4
O=C(CCC(=O)NC1CCCC1)NCc1ccc2c(c1)OCCCO2	·	-0.1	2.8
Cc1nc2ccccc2nc1N1CCN(S(=O)(=O)c2cc(Cl)c(Cl)cc2Cl)CC1	-6.4	-6.8	6.3
CCS(=O)(=O)c1ccc(Cl)cc1C(=O)Nc1cc(C)nn1C	-17.1	-6.8&-8.6	0.9&-0.2
COc1ccc(-c2nc3sc(CCNS(=O)(=O)c4cc(C)ccc4C)c(C)n3n2)cc1	-1.6	-4.5	9.5
COc1ccccc1CC(=O)N1CCC(n2c(Cc3ccccc3)nc3ccccc32)CC1	-0.4	-2.0	-2.6
Nc1nonc1OCc1ccc2c(c1)OCO2	·	-4.8	3.5
CCCCN(CC(=O)N1CC(=O)N(c2cccc(C)c2)C1)S(=O)(=O)c1ccc(C(C)(C)C)cc1	-9.3	-9.9	·
Cc1ccccc1-n1c(SCC(=O)OCc2ccccc2)nnc1-c1ccc(F)cc1	-8.2	-12.9	·
CCCCCC(=O)Nc1ccc(N2CCCC2)c(C(=O)NC(C)c2ccccc2)c1 (stereo not drawn)	-8.9	-4.0	6.9
CC(C(=O)NC1CCS(=O)(=O)C1)N1CCN(c2ccccc2Cl)CC1 (stereo not drawn)	·	-13.8	1.0
COCCn1cc(C(=O)N2CCCc3ccccc32)c2nn(-c3ccccc3)c(=O)c-2c1	-8.8	-5.8	3.7
CC(NC(=O)c1cn[nH]c1-c1ccc2c(c1)OCCO2)c1ccccc1F (stereo not drawn)	·	3.1	5.3
O=C(c1ccccc1N1C(=O)c2cccc3cccc(c23)C1=O)N1CCOCC1	-0.6	1.5	-5.0
Cc1nc2c(=O)n(CC(=O)c3ccc(C(C)C)cc3)nc(-c3ccco3)c2s1	-6.5	3.9	0.7
CCOc1ccc2nc(NC(=O)c3ccn(C)n3)sc2c1	-5.4	-3.1	-11.4
CCCc1nc(C)cc(NCCO)n1	-6.2	-5.7	4.4
CC(C)(C)CC(=O)Nc1c(-c2cccc(F)c2)nc2ccccn12	-9.1	-7.6	-1.8
CCOC(=O)[C@H]1C[C@]2(CCCCN(CCO)C2=O)N(C(=O)Nc2ccccc2)[C@H]1c1ccco1	-9.1	-8.0	-0.2
CCCS(=O)(=O)Nc1cccc(-c2ccc3nnc(-c4cccnc4)n3n2)c1	-4.3	-2.2	-13.6
COc1cccc(NC(=O)COc2ccc(C(=O)N3CCC4(CC3)OCCO4)cc2)c1	·	-7.7	-4.9
Cc1cc(NC(=O)c2ccc(F)cc2F)n(-c2nc3c(cnn3-c3cccc(C)c3C)c(=O)[nH]2)n1	-1.1	1.0	·
O=C(CCc1ccc(O)cc1)c1c(O)cc(O)cc1O[C@@H]1O[C@H](CO)[C@@H](O)[C@H](O)[C@H]1O	-2.8	-0.7	-5.8
CC(=O)O[C@H]1CC2CCC3C(CC[C@@]4(C)C3C[C@H]([N+]3(C)CCCCC3)[C@@H]4OC(C)=O)[C@@]2(C)C[C@@H]1[N+]1(C)CCCCC1 (stereo partly drawn)	·	-1.7	-3.3
CCCN(Cc1ccccn1)C(=O)c1oc2cc(OC)ccc2c1C	-8.7	2.5	0.7
Cc1ccccc1NC(=O)C(=O)NC1CCCN(C(=O)c2ccco2)C1 (stereo not drawn)	·	-3.0	16.4
CN(CC(=O)NC1CC1)CC(=O)N(C)Cc1ccccc1Br	·	-4.7	2.7
Cc1[nH]ccc1C(=O)N1CCC2CCCCC21 (stereo not drawn)	·	-4.7	3.0
COCCN(CC(=O)Nc1nc(CC(=O)N2CCC(Cc3ccccc3)CC2)cs1)C(=O)c1ccc(F)cc1	-3.9	-3.9	-7.6

Single records, from the list above. Values in the order: mcGAS inh	hcGAS inh	NPYLR7 ag
Entry for Cc1[nH]ccc1C(=O)N1CCC2CCCCC21 (stereo not drawn) → ·	-4.7	3.0
Entry for CCCN(Cc1ccccn1)C(=O)c1oc2cc(OC)ccc2c1C → -8.7	2.5	0.7

(next part)
SMILES	mcGAS inh	hcGAS inh	NPYLR7 ag
CC(C)CNC(=O)C(C)(C)n1cc(-c2ccc3c(c2)OCO3)cn1	-7.7	-5.9	5.9
O=C(Cn1cnc2sccc2c1=O)N1CCCSc2ccccc21	·	0.0	-4.0
NC(=O)C1CCN(C(=O)CSc2nc3cc(Cl)ccc3o2)CC1	-16.2	-7.3	20.4
CCn1c(=O)[nH]c(=O)c2cc(C(=O)N3CCN(C(=O)C(C)C)CC3)cnc21	·	-10.7	3.2
Cc1ccc(Nc2ncnc3c2nnn3C)c(C)c1	·	-9.3	9.8
CC(CN(C)Cc1ccc2cccc(O)c2n1)N1CCOCC1 (stereo not drawn)	·	-0.5	5.9
CCOC(=O)c1c(NC(=O)CCCl)sc(C)c1-c1ccccc1	-3.2	-4.1	-0.7
CC1OC2OC(=O)C3(C)CC4=C(CO)C5=C(CC(=O)C4(C)C(C1=O)C23)C(C)(C)OC(=O)C5 (stereo not drawn)	-6.2	-7.5	-8.3
Cc1ccc(-n2nnc(C(N)=O)c2C)cc1	-2.3	-6.4	5.2
COc1ccccc1CN(Cc1nc(C(=O)NCc2ccco2)co1)C(C)C(C)C (stereo not drawn)	0.6	2.4	·
Cc1cc(C(=O)N2CCOC(COCc3c(Cl)cccc3Cl)C2)cc(Cl)n1 (stereo not drawn)	-7.3	-9.6	8.1
CCOC(=O)c1c(N)c(C(=O)c2ccc(C)c(C)c2)n2ccccc12	-8.6	-10.8	-1.7
CCOC(=O)c1nn(-c2ccc(C)cc2)c(=O)cc1OCC(=O)Nc1ccc(OCC)cc1	·	-2.7	12.1
O=C(O)COCCN1CCN([C@H](c2ccccc2)c2ccc(Cl)cc2)CC1	·	-0.8	-0.6
O=C(CN1CCCCCCC1)Nc1ncc(Cl)cc1Cl	·	-14.0	6.4
OCc1ccccc1-c1cccc2cnccc12	·	-3.7	12.1
CNc1ncc(CN(C)C(=O)C(C)n2ccnc2C(C)C)cn1 (stereo not drawn)	·	-4.5	19.7
